High-throughput results deposited in PubChem by National Center for Advancing Translational Sciences (NCATS).
IL2 activator = activators of IL-2. IL-2 activation reporter assay, cell-based qHTS; stimulated with anti-CD3/CD4/CD28 beads; in transgenic mouse T cells. activation, % (series mostly up to about 46 µM). 360,000 compounds, 0.065% hits. AID 652025; in the data active = activation above about 50%; inconclusive = mostly about 30% to 49%; note: 0% is about no effect
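Unstimulated transgenic mouse T cells, 750 per well, received compound and, after 60 minutes, anti-CD3/anti-CD4 bead plus anti-CD28 stimulation. EGFP and DsRed were quantified after 18 hours.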
PI5P4Ka inh = inhibitors of human PI5P4K alpha; max response, %; P48426; AID 652105; PI5P4Kalpha enzyme, ADP-Glo luminescence, 60 min; active compounds read low; 330,000 compounds, 1.2% hits; active = max response of -50% or lower; inconclusive = between -30% and -50%; inactive = -30% or higher; note: value at the top dose of about 77 µM; % is set by controls: 0 for no effect and ±100 for the full control effect
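Quantitative HTS of the MLSMR library against PI5P4Kalpha with substrate. ATP added last at 5 microM final; room temperature, 60 minutes. Remaining ATP depleted, ADP converted and read as luminescence.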
GLP-1R agonist = GLP-1 receptor (human) agonism; 380,000 compounds, 0.007% hits; Potency, µM (doses to about 45.6 µM), without a hit: at the top dose activation, most hits filed as activators; AID 624172; P43220; HEK293 GLP-1R CRE-luciferase, luminescence, 4-6 h; cells express a hypersensitive GLP-1R form; note: potency is the fitted concentration of half-maximal effect; % of control where 0% means no effect
GLP1R cytotox = cytotoxicity counter-screen for GLP-1 receptor inverse agonists | HEK293 cAMP-luciferase reporter cells, luminescence, 24 h | Potency, µM (titrated, usually from 38.3 µM), inactives show at the top dose activity change, negative = inhibition, actives largely listed as inhibitors | AID 624418 | 410,000 compounds, 0.13% hits;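 note: loss of luciferase light is scored as toxicity; potency is the fitted concentration of half-maximal effect; % is set by controls: 0 for no effect and ±100 for the full control effect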
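MLSMR compounds, 24 hr on cells at 37 deg C/5% CO2; luminescence after luciferase reagent (12 min RT). Inhibition counted as the undesired cytotoxic outcome.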
GLP1R inv ag = acts as inverse agonist at human GLP-1 receptor; P43220; HEK293 GLP-1R CRE-luciferase, luminescence, 24 h; GLP-1R form is constitutively active; Potency, µM (titrated, usually from 38.3 µM), without a hit: top-dose activity change, negative = inhibition, hits mostly inhibitors; 410,000 compounds, 1.6% hits; AID 624417; note: potency is the fitted concentration of half-maximal effect; % is set by controls: 0 for no effect and ±100 for the full control effect; nearly all actives have a fitted effect of over 55% in size
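Assay principle: reduced luminescence from a cAMP-responsive reporter in HEK293 cells co-expressing a constitutively active GLP-1R. Conditions: 24 hr compound incubation, 37 deg C, 5% CO2.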
EPAC1 antagonist = antagonists of human EPAC1; O95398; EPAC1 GEF assay, Rap1b-BODIPY-GDP exchange fluorescence; Potency, µM (series often up to 115 µM), inactives show top-dose activity change, negative = inhibition, actives largely listed as inhibitors; 360,000 compounds, 0.14% hits; AID 720709;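 note: potency is the fitted concentration of half-maximal effect; plate controls were vehicle for no effect and positive control for full effect; nearly all actives have a fitted effect of over 50% in size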
PLK1 PBD inh = PLK1 (human) polo-box domain binding inhibition. P53350. Plk1 PBD binding of FITC phosphopeptide, fluorescence polarization. Potency, µM, inactives show max response, negative = inhibition, actives largely listed as inhibitors. 360,000 compounds, 2.8% hits; note: potency is the fitted concentration of half-maximal effect; series mostly up to about 57 µM; % is set by controls: 0 for no effect and ±100 for the full control effect; nearly all actives have a fitted effect of over 65% in size
Target sequence (P53350 whole entry, looked up, the tested form may be a part): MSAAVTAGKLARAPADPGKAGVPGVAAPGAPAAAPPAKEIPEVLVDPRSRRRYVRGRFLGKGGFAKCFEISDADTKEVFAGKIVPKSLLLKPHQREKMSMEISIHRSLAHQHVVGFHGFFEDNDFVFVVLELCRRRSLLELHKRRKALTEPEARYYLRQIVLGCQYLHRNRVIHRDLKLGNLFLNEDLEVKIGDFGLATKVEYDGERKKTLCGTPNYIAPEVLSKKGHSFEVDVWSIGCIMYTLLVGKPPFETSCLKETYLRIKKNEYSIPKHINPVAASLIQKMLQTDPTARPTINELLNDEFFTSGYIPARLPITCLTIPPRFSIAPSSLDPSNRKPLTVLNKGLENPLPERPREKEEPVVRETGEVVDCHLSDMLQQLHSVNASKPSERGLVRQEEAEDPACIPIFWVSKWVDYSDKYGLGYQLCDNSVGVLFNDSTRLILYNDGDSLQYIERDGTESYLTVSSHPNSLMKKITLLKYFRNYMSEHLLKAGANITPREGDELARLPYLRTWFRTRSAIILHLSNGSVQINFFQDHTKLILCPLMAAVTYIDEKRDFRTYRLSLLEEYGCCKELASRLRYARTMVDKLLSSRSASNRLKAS
PTHR1 agonist = agonists of human PTHR1 parathyroid hormone receptor. HEK293 GP2 PTHR1 cells, GloSensor cAMP luminescence, 1 h. 410,000 compounds, 0.075% hits. Potency, µM (highest dose often 115 µM), for inactives: at the top dose activation, actives largely listed as activators; note: potency is the fitted concentration of half-maximal effect; nearly all actives have a fitted effect of over 55% in size; some results filed as inactive show a strong effect at the top dose; inactives centre near -15; many of its hits are not listed in these tables
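HEK-293-derived GP2 cells expressing PTHR1 and a GloSensor cAMP reporter, 3,000/well, plated overnight, given luciferin plus IBMX (each 0.5 mM as added) for 1 h at 37 °C, then compound for 1 h at 37 °C. Luminescence was read after 15 min at room temperature.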
EPAC1 agonist = agonists of human EPAC1. Potency, µM (highest dose often 154 µM), for inactives: at the top dose activation, usual class: activators. AID 720707. 360,000 compounds, 0.073% hits. EPAC1 agonist qHTS, biochemical assay; response scale: 100% = response to 6.5 mM cAMP. O95398; note: potency is the fitted concentration of half-maximal effect; nearly all actives have a fitted effect of over 60% in size
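Read-out is the fluorescence drop as BODIPY-GDP leaves Rap1B (480 nm excitation, 540 nm emission), recorded every 5 minutes over 30 minutes. Reactions held 100 nM EPAC1, 250 nM Rap1B–BODIPY-GDP and 50 uM GDP, with 6.5 mM cAMP setting full activation.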
* = called active by the depositor; i = inactive; ? = inconclusive; . = no result given; & = joins results of further samples; [ ] = another dose, or the depositor's remark. Unless noted, calls come from the whole dose curve; as a rule, active = well fitted curve in the direction sought with a large enough effect; inconclusive = small, poorly fitted or top-dose-only effect, or another doubt; inactive = no such curve, though single readings can be large; an effect the other way counts as inactive or inconclusive. An excerpt; count on the stated rates, not on these rows.

A first look:
Assay codes: A = IL2 activator; B = PI5P4Ka inh; C = GLP-1R agonist; D = GLP1R cytotox; E = GLP1R inv ag; F = EPAC1 antagonist; G = PLK1 PBD inh; H = PTHR1 agonist; I = EPAC1 agonist
CC(C)c1nc(-c2ccccc2)c(-c2ccccc2)[nH]1
  A: 0.5	B: 3	C: 9%	D: 6%	E: -26%	F: -5%	G: -14%	H: -6%	I: 8%
Fc1cccc(CN2CCN(c3nc4nonc4nc3NC3CC3)CC2)c1
  A: -0.8	B: 3	C: -4%	D: 0%	E: 15%	F: -24%	G: -11%	H: i	I: 5%
CC(/C=C1\SC(=S)N(C(C(=O)O)c2ccccc2)C1=O)=C\c1ccccc1 (stereo not drawn)
  A: -0.5	B: 17	C: -5%	D: -20%	E: -10%	F: -23%	G: 27µM*	H: -8%	I: 6%
COc1ccccc1NS(=O)(=O)c1cccc(C(=O)NNC(=O)c2ccc(O)c(Cl)c2)c1
  A: 0.6	B: 12	C: -13%	D: -7%	E: 2%	F: -3%	G: -2%	H: -8%	I: ?
CC1CCCC(C)N1C(=O)CN1CCN(c2nc(-c3ccc(F)cc3)cs2)CC1 (stereo not drawn)
  A: -2.7	B: .	C: 6%	D: 4%	E: ?	F: 0%	G: -13%	H: 1%[57.5 µM]	I: 17%
CC[n+]1ccc(C)c2cc(S(=O)C(F)(F)F)ccc21 (stereo not drawn)
  A: -0.9	B: .	C: -2%	D: ?	E: 0%	F: 2%	G: -5%	H: i	I: -2%
Cc1ccc(S(=O)(=O)/N=C(\N)Nc2nc(C)c3cc(C)ccc3n2)cc1
  A: 0.8	B: .	C: 1%	D: -7%	E: 55%[activator]	F: 3%	G: -4%	H: i	I: 8%

Results, from the start:
Assay codes: A = IL2 activator; B = PI5P4Ka inh; C = GLP-1R agonist; D = GLP1R cytotox; E = GLP1R inv ag; F = EPAC1 antagonist; G = PLK1 PBD inh; H = PTHR1 agonist; I = EPAC1 agonist
CC(C)c1nc(-c2ccccc2)c(-c2ccccc2)[nH]1
  A: 0.5	B: 3	C: 9%	D: 6%	E: -26%	F: -5%	G: -14%	H: -6%	I: 8%
Fc1cccc(CN2CCN(c3nc4nonc4nc3NC3CC3)CC2)c1
  A: -0.8	B: 3	C: -4%	D: 0%	E: 15%	F: -24%	G: -11%	H: i	I: 5%
CC(/C=C1\SC(=S)N(C(C(=O)O)c2ccccc2)C1=O)=C\c1ccccc1 (stereo not drawn)
  A: -0.5	B: 17	C: -5%	D: -20%	E: -10%	F: -23%	G: 27µM*	H: -8%	I: 6%
COc1ccccc1NS(=O)(=O)c1cccc(C(=O)NNC(=O)c2ccc(O)c(Cl)c2)c1
  A: 0.6	B: 12	C: -13%	D: -7%	E: 2%	F: -3%	G: -2%	H: -8%	I: ?
CC1CCCC(C)N1C(=O)CN1CCN(c2nc(-c3ccc(F)cc3)cs2)CC1 (stereo not drawn)
  A: -2.7	B: .	C: 6%	D: 4%	E: ?	F: 0%	G: -13%	H: 1%[57.5 µM]	I: 17%
CC[n+]1ccc(C)c2cc(S(=O)C(F)(F)F)ccc21 (stereo not drawn)
  A: -0.9	B: .	C: -2%	D: ?	E: 0%	F: 2%	G: -5%	H: i	I: -2%
Cc1ccc(S(=O)(=O)/N=C(\N)Nc2nc(C)c3cc(C)ccc3n2)cc1
  A: 0.8	B: .	C: 1%	D: -7%	E: 55%[activator]	F: 3%	G: -4%	H: i	I: 8%
CC(C)(C)S(=O)(=O)N1Cc2cc(CO)cc(CCO)c2[C@@H]1CCO
  A: 0.2	B: -1	C: -3%	D: 3%	E: 12%	F: -2%	G: 0%	H: i	I: -17%
O=c1c2[nH]c3cccc(Cl)c3c2ncn1Cc1ccncc1
  A: 0.7	B: 14	C: 10%	D: -4%	E: 1%	F: -8%	G: -5%	H: i	I: 3%
COc1cccc(NC(=O)CSc2nnc(-c3cc(C)n(-c4ccccc4)c3C)o2)c1
  A: -1.6	B: 0	C: -3%	D: -2%	E: ?	F: -6%	G: -5%	H: -49%[inhibitor]	I: 5%
O=C(CCc1ccccc1)OCC(=O)c1cccc([N+](=O)[O-])c1
  A: -0.2	B: ?	C: 0%	D: 2%[7.66 µM]	E: -10%[7.66 µM]	F: 5%	G: -4%	H: -3%	I: 9%
COc1ccc(OC)c(NC(=O)c2ccccc2NC(=O)c2ccco2)c1
  A: -1.4	B: 2	C: 22%	D: 3%	E: 13%	F: -6%	G: -2%	H: i	I: 15%
O=C(NC(=S)NCc1ccccc1Cl)c1cccs1
  A: -4.2	B: 11	C: 12%	D: ?	E: ?	F: 7%	G: 9%	H: -50%	I: 20%
CCN(CC)N=Nc1ccc(S(=O)(=O)Nc2nc(C)cc(C)n2)cc1
  A: 0.9&0.5	B: 1&5	C: 7%&-2%	D: -3%&4%	E: 17%&12%	F: -5%&2%	G: -7%&-6%	H: -9%&-22%	I: 12%&6%
CCOCCCNC(=O)C(NC(=O)c1ccc(NC(C)=O)cc1)c1ccc(OC)cc1 (stereo not drawn)
  A: -1.2	B: 5	C: 0%	D: 13%	E: 13%	F: -8%	G: -3%	H: i	I: -4%
O=C(CN1CCOCC1)Nc1ccc(OC(F)(F)F)cc1
  A: -1.3	B: -5	C: -8%	D: -6%	E: -2%	F: 4%	G: 3%	H: i	I: -12%
Cc1ccc(NC(=O)COC(=O)Cn2nc(C)c([N+](=O)[O-])c2C)c([N+](=O)[O-])c1
  A: -0.3	B: 2	C: -3%	D: -12%	E: 13%	F: 11%	G: -2%	H: i	I: -6%
CCOc1ccc2[nH]c3c(NCCc4ccc(OC)c(OC)c4)ncnc3c2c1
  A: -0.9	B: -2	C: 14%	D: -29%	E: ?	F: -6%	G: -3%	H: i	I: 12%
Cc1cccc(NC(=O)CCSc2nc(C)cc(C)n2)c1
  A: 0.1	B: 0	C: 8%	D: 17%	E: 12%	F: ?	G: -18%	H: i	I: 6%
Cc1nnc2n1N=CC=C(C(C)(C)C)S2
  A: 0.5	B: -2	C: -8%	D: -1%	E: 8%	F: 0%	G: -2%	H: -3%[57.5 µM]	I: 3%
Cc1ccc(OCC(=O)NNC(=S)NCc2ccccc2)cc1
  A: 0.3	B: -1	C: 5%	D: 3%	E: 2%	F: 16%	G: -7%	H: -15%	I: 7%
CCc1ccc(C(=O)c2cn(CC(=O)Nc3ccc(Cl)cc3)c3cc4c(cc3c2=O)OCO4)cc1
  A: .	B: .	C: -2%	D: -6%	E: ?	F: .	G: .	H: i	I: .
CCCn1nnnc1SCC(=O)NCc1cccs1
  A: -1.4	B: 2	C: -7%	D: -3%	E: 4%	F: -9%	G: -6%	H: i	I: 0%
NCC(=O)NCC(=O)NC[C@H]1O[C@@H](n2ccc(=O)[nH]c2=O)[C@H](O)[C@@H]1O
  A: 0.1	B: 6	C: -2%	D: -7%	E: 9%	F: 3%	G: -8%	H: -8%	I: 3%
Cc1nn(Cc2ccccc2)c(C)c1NC(=O)CCCn1nc([N+](=O)[O-])cc1C
  A: -0.6	B: 0	C: 10%	D: -2%	E: 9%	F: -7%	G: -9%	H: -6%	I: 0%
CC(=O)Oc1ccc2oc(-c3ccccc3)c(C(N)=O)c2c1
  A: -1.4	B: -21	C: 3%	D: 4%	E: 43%[activator]	F: 0%	G: 27µM*	H: i	I: -6%
COc1ccc(CC(=O)NC(C)(C)C)cc1S(=O)(=O)N1CCOCC1
  A: -1.4	B: .	C: 4%	D: -3%	E: -2%	F: 22%	G: 0%	H: -12%	I: 0%

Two entries picked at random from the list so far:
Assay codes: A = IL2 activator; B = PI5P4Ka inh; C = GLP-1R agonist; D = GLP1R cytotox; E = GLP1R inv ag; F = EPAC1 antagonist; G = PLK1 PBD inh; H = PTHR1 agonist; I = EPAC1 agonist
NCC(=O)NCC(=O)NC[C@H]1O[C@@H](n2ccc(=O)[nH]c2=O)[C@H](O)[C@@H]1O
  A: 0.1	B: 6	C: -2%	D: -7%	E: 9%	F: 3%	G: -8%	H: -8%	I: 3%
CC(/C=C1\SC(=S)N(C(C(=O)O)c2ccccc2)C1=O)=C\c1ccccc1 (stereo not drawn)
  A: -0.5	B: 17	C: -5%	D: -20%	E: -10%	F: -23%	G: 27µM*	H: -8%	I: 6%
